# Vif-A3F inh – blocks the Vif interaction with APOBEC3F; Potency, µM (top dose mostly 46.1 µM), without a hit: at the top dose activity, negative = active; HeLa A3F-eYFP + Vif (tagged APOBEC3F with the HIV-1 protein that degrades it), YFP fluorescence increase; hit rate 0.2% among 390,000; AID 602313; further: potency means the concentration at half of the fitted maximal effect; % of control where 0% means no effect; nearly all actives have a fitted effect of over 65% in size
#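 HeLa cells stably expressing Vif plus C-terminally eYFP-tagged A3F were seeded, incubated overnight at 37 deg C, dosed with compound, incubated overnight again at 37 deg C. Yellow fluorescence (Ex 488/Em 500-530) reported blocked Vif-mediated A3F-eYFP degradation.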
# TrxR1 substrate – substrates of rat thioredoxin reductase 1. hit rate 0.01% among 390,000. Potency, µM (highest dose often 114 µM), inactives show top-dose activity change, negative = substrate turnover. O89049. purified TrxR1 substrate turnover, NADPH consumption readout. AID 588456; further: potency means the concentration at half of the fitted maximal effect; on the % scale 0 is the no-effect control and ±100 the full control effect; nearly all actives have a fitted effect of over 50% in size
#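 Rat TrxR1, dispensed at 90 nM, was prereduced with 400 uM NADPH (final) for 5 min at ~22 deg C, then incubated with compound 15 min before 400 uM selenite. A first-read NADPH fluorescence drop versus no-compound background flagged substrates.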
# Vif-APOBEC3G blk – Vif-A3G binding inhibition; Q9HC16; HeLa A3G-eYFP + Vif (tagged APOBEC3G with the HIV-1 protein that degrades it), YFP fluorescence, overnight; Potency, µM (highest dose often 46.1 µM), without a hit: at the top dose activity, negative = active, hits mostly inhibitors; hit rate 0.076% among 410,000; AID 602310;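 further: potency means the concentration at half of the fitted maximal effect; on the % scale 0 is the no-effect control and ±100 the full control effect; nearly all actives have a fitted effect of over 60% in size; hits raise eYFP signal because A3G escapes Vif-driven loss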
#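 HeLa cells stably expressing Vif and C-terminally eYFP-tagged A3G, seeded overnight at 37 deg C, then exposed to compound by pintool overnight at 37 deg C. Rise in yellow fluorescence (Ex 488/Em 500-530, Acumen) marks blocked Vif-driven A3G degradation.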
# TrxR1 inh – blocks rat thioredoxin reductase 1; O89049; recombinant rTrxR1, NADPH fluorescence consumption, selenite substrate; Potency, µM (highest dose often 114 µM), for the others: top-dose activity change, negative = inhibition, usual class: inhibitors; hit rate 1% among 390,000; AID 588453; further: potency means the concentration at half of the fitted maximal effect; on the % scale 0 is the no-effect control and ±100 the full control effect; nearly all actives have a fitted effect of over 65% in size
#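 Rat TrxR1 (90 nM in the dispensed reagent) was pre-reduced with 400 uM NADPH for 5 min at room temperature, then incubated with compound for 15 min. After 400 uM selenite was added, NADPH fluorescence (Ex 340/Em 450 nm) was followed for 8 min.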
# LDHA inh – blocks human lactate dehydrogenase A. purified LDHA, NADH/diaphorase-resazurin fluorescence; active compounds read low. activity change, % (values are at about 110 or 230 µM). hit rate 0.15% among 480,000; in the data active means activity change below about -30%; inconclusive means mostly about -25% to -30%;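 further: plate controls were DMSO wells for no effect and wells without enzyme for full effect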
#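 Enzyme activity of human lactate dehydrogenase 5 (2 nM; 0.06 mM NADH, 0.2 mM pyruvate, 5 min, RT) is measured via a resazurin/diaphorase fluorescence readout of residual NADH.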
# USP1-UAF1 inh – inhibitors of human USP1/UAF1 deubiquitinase. hit rate 0.23% among 390,000. Potency, µM (series often up to 57.1 µM), for inactives: top-dose activity change, negative = inhibition, actives largely listed as inhibitors. O94782. recombinant USP1/UAF1, Ub-Rhodamine cleavage fluorescence. AID 743255; further: potency means the concentration at half of the fitted maximal effect; on the % scale 0 is the no-effect control and ±100 the full control effect; nearly all actives have a fitted effect of over 60% in size; inactives centre near -12
# Target sequence (O94782 whole entry, looked up): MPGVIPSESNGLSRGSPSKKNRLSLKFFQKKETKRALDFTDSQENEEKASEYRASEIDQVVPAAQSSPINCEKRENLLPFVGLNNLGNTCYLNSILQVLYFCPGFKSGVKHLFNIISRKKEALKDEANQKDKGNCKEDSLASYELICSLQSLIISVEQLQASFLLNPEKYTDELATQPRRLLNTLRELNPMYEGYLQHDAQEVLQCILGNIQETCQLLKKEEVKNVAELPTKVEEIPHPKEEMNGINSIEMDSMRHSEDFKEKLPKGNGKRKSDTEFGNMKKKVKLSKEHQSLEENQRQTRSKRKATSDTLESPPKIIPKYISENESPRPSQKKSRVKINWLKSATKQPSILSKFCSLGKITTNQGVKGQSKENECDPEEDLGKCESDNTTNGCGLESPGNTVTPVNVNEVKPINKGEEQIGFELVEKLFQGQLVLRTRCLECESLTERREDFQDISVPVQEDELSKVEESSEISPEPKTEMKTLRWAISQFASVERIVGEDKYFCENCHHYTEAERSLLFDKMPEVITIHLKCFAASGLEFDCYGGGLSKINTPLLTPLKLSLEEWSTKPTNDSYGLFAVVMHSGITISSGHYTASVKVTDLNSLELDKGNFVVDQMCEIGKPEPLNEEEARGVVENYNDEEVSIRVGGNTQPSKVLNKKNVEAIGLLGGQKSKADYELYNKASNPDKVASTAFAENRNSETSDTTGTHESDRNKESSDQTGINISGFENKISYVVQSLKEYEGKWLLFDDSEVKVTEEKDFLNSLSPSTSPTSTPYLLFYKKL
#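 1 nM enzyme complex + cpd, 15 min RT; start with Ub-Rho 150nM final; kinetic fluorescence ex 480/em 540, 6 reads q60 s. Buffer 50mM HEPES pH 7.8, 0.5mM EDTA, 0.1 mg/ml BSA, 1mM TCEP, 0.01% Tween-20.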
# IDH1 R132H inh – human IDH1 R132H inhibition; O75874; IDH1-R132H enzyme, NADPH consumption, diaphorase/resazurin fluorescence; Potency, µM (titrated, usually from 76.6 µM), inactives show at the highest dose activity change, negative = inhibition, most hits filed as inhibitors; hit rate 0.093% among 390,000; AID 602179; further: potency means the concentration at half of the fitted maximal effect; on the % scale 0 is the no-effect control and ±100 the full control effect; nearly all actives have a fitted effect of over 65% in size
#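 IDH1-R132H (0.5 ug/mL) preincubated 30 min with compound, then NADPH (0.016 mM) and alpha-KG (2 mM) added; 80 min at RT, pH 7.5. Remaining NADPH coupled via diaphorase/resazurin to fluorescence (540/590 nm); concentration-response curves normalized to no-enzyme control.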
# RGS4 inhibitor – blocks human RGS4-accelerated GTP hydrolysis; hit rate 0.039% among 390,000; AID 504845; P49798; Transcreener GDP fluorescence polarization, RGS4-accelerated GTP hydrolysis; Potency, µM (top dose mostly 114 µM), for inactives: top-dose activity change, negative = inhibition, most hits filed as inhibitors; further: potency means the concentration at half of the fitted maximal effect; on the % scale 0 is the no-effect control and ±100 the full control effect; nearly all actives have a fitted effect of over 75% in size; some results filed as inactive show a strong effect at the top dose
# Target sequence (P49798 whole entry, looked up): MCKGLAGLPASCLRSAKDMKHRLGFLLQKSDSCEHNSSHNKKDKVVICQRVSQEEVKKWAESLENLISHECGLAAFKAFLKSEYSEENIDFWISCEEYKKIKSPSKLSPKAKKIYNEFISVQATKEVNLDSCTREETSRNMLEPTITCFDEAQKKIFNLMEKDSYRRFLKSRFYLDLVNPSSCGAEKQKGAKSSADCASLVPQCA
#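 MLSMR compounds (23 nl, pin-transferred) preincubated 10 min at room temperature with a 500nM (2x) first reagent, then RGS4 at 900nM (2x) plus Transcreener GDP mix added; fluorescence polarization (620/688 nm) read before and after 90 min at 30 °C.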
# Glioma ERSR ind – ER stress response induction in glioma. AID 602332. Potency, µM, for the others: top-dose activation, hits mostly activators. U87-MG GRP78 promoter luciferase reporter, 16 h. hit rate 0.02% among 420,000; further: potency means the concentration at half of the fitted maximal effect; series mostly up to about 76 µM; % of control where 0% means no effect; nearly all actives have a fitted effect of over 35% in size
#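 Stably transfected U87-MG glioma cells carrying a GRP78-based luciferase sensor; 16 h compound incubation. Luminescence end-point read 10 min after Bright-Glo addition at room temperature.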
# Starred values were filed as active, the others as inactive; ? = inconclusive; · = no result given; [ ] = remark or other dose. Unless noted, the call rests on the fitted dose curve; in most records, active means well fitted curve in the direction sought with a large enough effect; inconclusive means small, poorly fitted or top-dose-only effect, or another doubt; inactive means no such curve, though single readings can be large; an effect the other way counts as inactive or inconclusive.
SMILES,Vif-A3F inh,TrxR1 substrate,Vif-APOBEC3G blk,TrxR1 inh,LDHA inh,USP1-UAF1 inh,IDH1 R132H inh,RGS4 inhibitor,Glioma ERSR ind
CC(C)c1ccc(N(C(=O)c2cc3ccccc3oc2=O)C2C=CS(=O)(=O)C2)cc1 (stereo not drawn),2%,-8%,1%,-14%,-5,-16%,2%,-17%,-5%
Cc1nc2ncnn2c(C)c1CCC(=O)NCc1ccc(Cl)cc1,-11%,4%,1%,36%,-15,-6%,-2%,19%,-4%
CC(Oc1cccc2cccnc12)C(=O)N/N=C/c1ccc2c(c1)OCO2 (stereo not drawn),-6%,-1%,-7%,-5%,0,-24%,11%,0%,3%
CC(C)(C)NC(=O)Nc1ccc(F)c(Cl)c1,4%,-4%[57.1 µM],-1%,12%[57.1 µM],-7,1%,6%,-36%,1%
O=c1c2ccccc2nc(-c2ccc(Cl)cc2)n1CCCOc1ccccc1F,-6%,1%,4%,4%,7,-11%,-5%,-9%,-3%
COCCCNC(=S)NNC(=O)c1cc(-c2cccnc2)nc2ccccc12,2%,-4%,-2%,-23%,2,-11%,6%,-11%,4%
O=C1CCCN1CCCNC(=S)Nc1cccc2ccccc12,-3%,-1%[57.1 µM],-5%,-24%[57.1 µM],29,-5%,0%,19%,4%
c1ccc2c(-c3nn[nH]n3)cccc2c1,-6%,-8%,1%,-3%,-8,-6%,4%,6%,-5%
COc1cccc(C(=O)NC(=O)Nc2nc(C)cc(C(F)(F)F)n2)c1,1%,-4%,1%,-4%,-2,-13%,11%,-22%[56.9 µM],-2%
CCC(C)c1c(O)nc(SCC(=O)N2CCCCCC2)[nH]c1=O (stereo not drawn),-3%,3%,2%,13%,-6,-11%,-7%,-4%,-3%
Cc1cc(O)cc2c(=O)c3ccccc3sc12,-3%,10%[57.1 µM],-6%,27%[57.1 µM],-2,0%,12%,?,1%
O=C(/C=C/c1ccc2c(c1)OCO2)c1ccccn1,?,4%,?,-10%,5,?,10%,?,?
CCC(C(=O)Nc1ccc(C)c(Cl)c1)n1c(=O)c(-c2ccccc2NC(C)=O)nc2ccccc21 (stereo not drawn),·,-2%,·,6%,-3,10%,·,18%,·
COc1ccc(C(=O)Oc2ccc3oc(=O)sc3c2)cc1,-6%,-1%,0%,8%,-3,-23%,5%,?,1%
CO/N=C(\CS(=O)(=O)Cc1ccc(OC)cc1)c1ccc(Cl)cc1,-5%,-2%,1%,-9%,-5,-23%,5%,-34%,1%
COc1ccc(C(C)=O)cc1,·,9%,0%,17%,·,·,·,·,-1%
COc1cc2cc(CN(CCO)S(=O)(=O)c3ccccc3Cl)c(=O)[nH]c2cc1OC,-11%,43%[activator],3%,6%,-5,-9%,0%,14%,-3%
Cc1cc(C)cc(C(=O)N(Cc2nc(-c3ccc(Cl)cc3)no2)C(C)C)c1,0%,-4%,3%,26%,2,-20%,0%,19%,-4%
S=C(NCCc1ccccc1)N/N=C/c1ccc(Cl)cc1,-28%,11%[57.1 µM],-7%,27%[57.1 µM],-2,-16%,1%,-18%,-4%
CSc1ccc(CN2CCC(n3nccc3NC(=O)CCCc3ccccc3)CC2)cc1,-10%,-3%,5%,13%,-1,-5%,-7%,21%[11.4 µM],-5%

# An excerpt from above in order of molecular weight, lowest first:
SMILES,Vif-A3F inh,TrxR1 substrate,Vif-APOBEC3G blk,TrxR1 inh,LDHA inh,USP1-UAF1 inh,IDH1 R132H inh,RGS4 inhibitor,Glioma ERSR ind
O=C(/C=C/c1ccc2c(c1)OCO2)c1ccccn1,?,4%,?,-10%,5,?,10%,?,?
COc1cccc(C(=O)NC(=O)Nc2nc(C)cc(C(F)(F)F)n2)c1,1%,-4%,1%,-4%,-2,-13%,11%,-22%[56.9 µM],-2%
COc1cc2cc(CN(CCO)S(=O)(=O)c3ccccc3Cl)c(=O)[nH]c2cc1OC,-11%,43%[activator],3%,6%,-5,-9%,0%,14%,-3%

# Remaining list, next part.
SMILES,Vif-A3F inh,TrxR1 substrate,Vif-APOBEC3G blk,TrxR1 inh,LDHA inh,USP1-UAF1 inh,IDH1 R132H inh,RGS4 inhibitor,Glioma ERSR ind
Cc1sc2ncnc(N3CCC(C(=O)NNC(=O)COc4cccc(C(F)(F)F)c4)CC3)c2c1C,4%,-3%,1%,8%,-1,-19%,1%,-26%,-3%
Clc1cccc(-c2nnc3n2CCCCC3)c1,0%,8%[57.1 µM],2%,13%[57.1 µM],-10,-3%,0%,7%,-3%
Cc1c(C(=O)OCC(=O)Nc2ccc(C(N)=O)cc2)cccc1[N+](=O)[O-],2%,1%,0%,20%,-1,-20%,-3%,-5%,-4%
C[C@H]1CN([C@@H](C)CO)S(=O)(=O)c2ccc(Br)cc2O[C@H]1CN(C)C(=O)c1cnccn1,-5%,·,-3%,·,-4,-15%,-8%,·,-3%
O=C(Nc1cccc(NC(=O)c2ccc(-c3ccc(Br)cc3)o2)c1)c1ccco1,2%,40%[activator],-6%,79µM*,0,-19%,4%,?,-5%
Cc1c(Cl)cccc1NC(=O)CSc1nc(=O)n(Cc2ccncc2)c2c1CCC2,1%,4%[57.1 µM],-1%,3%[57.1 µM],-3,-8%,-14%,0%,5%
Cn1c(-c2sc3cc(C(F)(F)F)cnc3c2-c2ccccn2)n[nH]c1=S,7%,-6%[57.1 µM],0%,-11%[57.1 µM],-7,-25%,8%,-35%,-4%
O=C(NCc1cccnc1)c1cccc(S(=O)(=O)N2CCCC2)c1,0%,7%,-5%,30%,0,4%,0%,-21%,-2%
COc1cccc(CC(=O)OCC(=O)NC(C)c2ccc(F)cc2)c1 (stereo not drawn),7%,1%,-4%,20%,-18,-14%,-1%,26%,-4%
CN(C)c1ccc(Cl)c(NC(N)=S)c1,2%,·,-8%,·,-2,?,1%,·,2%
O=C(NCCCN1CCCC1=O)c1cccc(NS(=O)(=O)c2ccccc2)c1,2%,-6%,-2%,-3%,-5,-24%,9%,18%,-2%
COc1ccc(-n2ncc(C(=O)NCc3cccs3)c2C2CCN(C(=O)OC(C)(C)C)CC2)cc1,11%,-1%,-2%,17%,2,?,-5%,-3%,0%
Cc1ccc(S(=O)(=O)CC(CN2CCCCC2)N2CCCCC2)cc1 (stereo not drawn),5%,18%[57.1 µM],-11%,17%[57.1 µM],-4,-7%,9%,42%,-14%
N#Cc1ccc(-c2ccc(OCC(O)CN3CCCCC3)cc2)cc1 (stereo not drawn),0%,72%[activator],6%,41%[activator],-5,-16%,-3%,4%,3%
CCOC(=O)c1c(-c2ccccc2)nc2c(C)cccn12,0%,-7%,-4%,-4%,5,-19%,6%,16%,0%
CC1CCN(C(=S)c2ccc(O)cc2)CC1,-4%,-10%,-2%,-17%,-11,-8%,11%,-19%,-1%
Cc1ccc(NC(=O)CNC(=O)c2cccc(Cl)c2)nc1,-28%,-5%,2%,1%,-6,-9%,-3%,14%,9%
O=C(NCc1cccc(Br)c1)C1CC2Cn3c(nc4ccccc43)C2N1Cc1ccccc1 (stereo not drawn),-4%,6%,0%,-9%,2,-22%,7%,1%,-5%
O=C(NCc1cccnc1)Nc1ccc(Br)cc1Cl,2%,0%,1%,19%,-6,-27%,0%,5%,3%
CC(OC(=O)c1nc(Cl)ccc1Cl)C(=O)c1ccccc1 (stereo not drawn),-8%,-5%,-1%,-1%,-8,-7%,-2%,26%,-5%
COc1ccc(Cl)cc1NC(=O)CN(C)C(=O)CNC(=O)C12CC3CC(CC(C3)C1)C2,-8%,-4%,1%,5%,-4,-6%,-1%,-15%,-3%
Cc1cc(C(=O)CSc2nnc(-c3cccs3)n2Cc2ccccc2)c(C)n1C,6%,4%,3%,2%,-3,-4%,-7%,-22%,2%
CC1CCCN(c2ncnc3c2cnn3-c2ccc(Cl)cc2)C1 (stereo not drawn),-3%,17%,-2%,44%[activator],0,-22%,3%,-14%,-12%
c1ccc2nc(N3CCOCC3)cnc2c1,3%,-5%,-1%,-4%,-2,-22%,0%,-4%,1%
CCn1c(SCC(=O)N2c3ccccc3Sc3ccccc32)nc2c1c(=O)n(C)c(=O)n2C,-1%,5%,-1%,16%,-17,-12%,-3%,7%,-3%

# Compounds listed so far with a thiophene ring, fused or not, in the order listed:
SMILES,Vif-A3F inh,TrxR1 substrate,Vif-APOBEC3G blk,TrxR1 inh,LDHA inh,USP1-UAF1 inh,IDH1 R132H inh,RGS4 inhibitor,Glioma ERSR ind
Cc1sc2ncnc(N3CCC(C(=O)NNC(=O)COc4cccc(C(F)(F)F)c4)CC3)c2c1C,4%,-3%,1%,8%,-1,-19%,1%,-26%,-3%
Cn1c(-c2sc3cc(C(F)(F)F)cnc3c2-c2ccccn2)n[nH]c1=S,7%,-6%[57.1 µM],0%,-11%[57.1 µM],-7,-25%,8%,-35%,-4%
COc1ccc(-n2ncc(C(=O)NCc3cccs3)c2C2CCN(C(=O)OC(C)(C)C)CC2)cc1,11%,-1%,-2%,17%,2,?,-5%,-3%,0%
Cc1cc(C(=O)CSc2nnc(-c3cccs3)n2Cc2ccccc2)c(C)n1C,6%,4%,3%,2%,-3,-4%,-7%,-22%,2%

# High-throughput results (PubChem BioAssay)

# Only part of the results is shown (hit frequency here may not be typical).
